Screens deposited in PubChem BioAssay by several laboratories.
MRP reversal: compounds reversing MRP-mediated drug resistance. H69AR cells + 2 uM doxorubicin, CellTiter-Glo, 72 h. differential viability (reversal), % at 10 µM. 85,000 tested, 0.04% active. AID 602;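 active = viability drop by adding the cancer drug above about 55%, with treated viability meeting a 40% cutoff, limit read from the data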;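 also: viability without doxorubicin minus viability with 2 µM doxorubicin for each compound; larger differential means the compound sensitizes cells more to doxorubicin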
NFkB transloc pot: enhances IL-1B driven NFkB nuclear translocation | HUVEC IL-1B NFkB p65 nuclear translocation imaging | activation, % at 2 µM | 94,000 tested, 0.3% active | AID 819;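 active = activation above 40%, about the mean plus 3 SD, also judged a hit on visual image review; inconclusive = activation above 40% but not a hit on visual review; inactive = activation not above 40% and no visual hit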;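 also: percent activation is computed from the nuclear over cytoplasmic p65 intensity ratio; values of inactives mirror those of a sister screen read the other way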
Bcl-B displacement: displacers of TR3 peptide from Bcl-B, primary screen, selectivity assay for Bfl-1 inhibitor project, biochemical, fluorescence polarization; FP displacement of FITC-TR3 peptide from Bcl-B; higher % means a stronger effect; 96,000 tested, 0.11% active; AID 748; displacement, % at 20 µM, or IC50 in µM where a hit was titrated;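 active = displacement above 50% at 20 µM plus a fluorescence interference ratio under 1.5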;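 also: plate controls were wells without compound for no effect and wells lacking Bcl-B protein for full effect; a part of the inactive calls stands beside numbers as strong as those of hits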
PLAP inhibitors HTS: PLAP enzyme inhibitors, biochemical, luminescence, HTS (AID 690). purified PLAP, luminescent substrate; higher % means a stronger effect. one-dose inhibition, % at 20 µM; IC50 in µM for titrated hits. 96,000 tested, 0.08% active; in the data active = a potency from the dose series; inactive = the rest, 99 in 100 with inhibition below about 30%; also: strong numbers were not always called active
IL1B NFkB inh: blocks IL-1B driven NFkB nuclear translocation in HUVEC cells; HUVEC IL-1B NFkB p65 nuclear translocation imaging; inhibition, % at 2 µM; 94,000 tested, 0.43% active; AID 796;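 active = inhibition above about 30% together with a positive call from visual inspection of the well image, limit read from the data; inconclusive = inhibition above a set limit but visual check negative; inactive = inhibition not above a set limit, visual check negative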;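 also: nuclear over cytoplasmic p65 intensity ratio measured by imaging; 0% = IL-1B stimulated DMSO wells and 100% = unstimulated DMSO wells; values of inactives mirror those of a sister screen read the other way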
MRP reversal cytotoxicity: second read-out of MRP reversal, no call of its own (marks repeat the call); viability, %; H69AR cells, CellTiter-Glo, 72 h; measured here: cytotoxicity without doxorubicin
MRP reversal with doxorubicin: second read-out of MRP reversal, no call of its own (marks repeat the call); viability, %; measured here: viability with 2 uM doxorubicin; hits give low values
IL1B NFkB inh cell count 2 µM: recorded beside IL1B NFkB inh, whose call it bears; cell count; measured here: cells passing quality filter;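 raw number of nuclei counted in each imaged well without normalization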
NFkB transloc pot cell count 2 µM: second read-out of NFkB transloc pot, no call of its own (marks repeat the call); cell count; measured here: cells passing quality filter
* hit, by the source's call; ? = inconclusive; · = no result given. Not all compounds are listed; the hit share may differ from the screen's.

Order of results: MRP reversal | MRP reversal cytotoxicity | MRP reversal with doxorubicin | NFkB transloc pot | NFkB transloc pot cell count 2 µM | Bcl-B displacement | PLAP inhibitors HTS | IL1B NFkB inh | IL1B NFkB inh cell count 2 µM
- COc1ccc(CN2CCN(S(=O)(=O)c3ccc(C)cc3)CC2)cc1Br
 : 7 | 91 | 84 | 4 | 127 | 10% | -86% | -4 | 127
- Cc1nc2ccccc2c(=O)n1NC(=O)c1ccco1
 : -11 | 81 | 92 | 5 | 121 | · | · | -5 | 121
- Cc1ccc(C(=O)Oc2ccc(C(=O)COC(=O)c3cnccn3)cc2)cc1
 : -7 | 90 | 96 | 19 | 169 | 1% | 18% | -19 | 169
- CC[N+]1(CC)CC2=Cc3c(ccc4ccccc34)CC2C1 (centres undefined)
 : -7 | 78 | 85 | -6 | 153 | -13% | -1% | 6 | 153
- CC(C)(C)c1ccccc1OCCOCCSc1ncccn1
 : -4 | 88 | 91 | -14 | 110 | 3% | 18% | 14 | 110
- COc1ccc(CN(CC2CCCO2)C(=O)CN2C(=O)C(C)Oc3ccc(C)cc32)cc1OC (centres undefined)
 : 5 | 40 | 35 | -28 | 76 | · | · | 28 | 76
- COc1cc(S(=O)(=O)N2CCN(C)CC2)c(OC)cc1Br
 : 3 | 91 | 88 | 24 | 115 | -7% | -27% | -24 | 115
- CCOc1ccccc1NC(=O)C1CCN(S(=O)(=O)c2cccc3cccnc23)CC1
 : 4 | 87 | 83 | -4 | 163 | -14% | -42% | 4 | 163
- CC(=O)NC(NC(C)=O)c1ccc(N(C)C)cc1
 : -4 | 86 | 90 | 1 | 136 | · | · | -1 | 136
- Cc1noc(C)c1C(=O)Nc1sc2c(c1C(N)=O)CCC2
 : 2 | 76 | 75 | -8 | 106 | -11% | -25% | 8 | 106
- Cc1c(C(=O)OCCN2CCCCC2)oc2ccccc12
 : 2 | 99 | 96 | 4 | 116 | -6% | 4% | -4 | 116
- COc1ccc(CCNC(=O)c2ccc(=O)[nH]n2)cc1OC
 : 0 | 89 | 89 | 4 | 110 | -5% | 4% | -4 | 110
- CC1CCCC(C)N1C(=O)COc1ccc(-c2nnco2)cc1 (centres undefined)
 : 4 | 84 | 79 | 7 | 172 | 8% | -5% | -7 | 172
- N#Cc1ccc(NC(=O)CCc2ccc(S(=O)(=O)N3CCOCC3)cc2)cc1
 : · | · | · | -10 | 151 | -6% | 0% | 10 | 151
- O=Cc1nc(-c2ccccc2Cl)n2ccccc12
 : · | · | · | -9 | 142 | -2% | -22% | 8 | 142
- COc1ccc(N2CCN(C(c3cc4ccc(C)cc4[nH]c3=O)c3nnnn3C3CCCC3)CC2)cc1 (centres undefined)
 : -8 | 87 | 95 | -2 | 94 | -28% | -56% | 2 | 94
- COc1ccc(-n2c(C)cc(C(=O)Cn3c(NCCO)nc4ccccc43)c2C)cc1
 : -9 | 60 | 68 | 41* | 193* | 7% | -60% | -41 | 193
- CCOC(=O)CSc1nsc(SCC(=O)OCC)c1C#N
 : 6 | 96 | 90 | 11 | 132 | · | · | -12 | 132
- CC1CCN(CCCNC(=O)CCCNC(=O)Cn2cnc3sc4c(c3c2=O)CCCC4)CC1
 : 6 | 97 | 91 | -3 | 146 | 1% | -68% | 3 | 146
- Cc1cc(Cl)ccc1OCC(=O)OC(C)C(=O)NC(N)=O (centres undefined)
 : -11 | 82 | 93 | -2 | 151 | -9% | -11% | 2 | 151

Reprinted from the part before: 3 compounds, followed by the next part.
Order of results: MRP reversal | MRP reversal cytotoxicity | MRP reversal with doxorubicin | NFkB transloc pot | NFkB transloc pot cell count 2 µM | Bcl-B displacement | PLAP inhibitors HTS | IL1B NFkB inh | IL1B NFkB inh cell count 2 µM
- CCOC(=O)CSc1nsc(SCC(=O)OCC)c1C#N
 : 6 | 96 | 90 | 11 | 132 | · | · | -12 | 132
- CC1CCN(CCCNC(=O)CCCNC(=O)Cn2cnc3sc4c(c3c2=O)CCCC4)CC1
 : 6 | 97 | 91 | -3 | 146 | 1% | -68% | 3 | 146
- Cc1cc(Cl)ccc1OCC(=O)OC(C)C(=O)NC(N)=O (centres undefined)
 : -11 | 82 | 93 | -2 | 151 | -9% | -11% | 2 | 151
- CCN(CC)S(=O)(=O)c1cccc(NC(=O)C2SC(=Nc3ccc(C)cc3C)C(C(=O)NC(C)COC)=C2N)c1 (centres undefined)
 : · | · | · | 9 | 188 | -1% | -92% | -9 | 188
- COCCn1c(=O)[nH]c2cc(C(=O)NCCCN3CCN(c4ccc(F)cc4)CC3)ccc2c1=O
 : 14 | 98 | 85 | -3 | 151 | -10% | -21% | 3 | 151
- Cc1cc(SCC(=O)Nc2c(C)n(C)n(-c3ccccc3)c2=O)n2c(nc3ccccc32)c1C#N
 : 2 | 100 | 98 | 10 | 129 | · | · | -10 | 129
- COc1ccc(-c2cn3ccsc3n2)cc1
 : 5 | 96 | 91 | 31 | 149 | -16% | -5% | -31 | 149
- C=CCSC1=C(C#N)C2(CCCCC2)C(C#N)C(=O)N1 (centres undefined)
 : 27 | 91 | 64 | -1 | 220 | 0% | -23% | 1 | 220
- CC(=O)c1cc(F)c(N2CCCC2)cc1C
 : 23 | 105 | 82 | -6 | 105 | 7% | 2% | 6 | 105
- CCn1nccc1C(=O)Nc1ccc(Cl)cn1
 : -1 | 89 | 90 | 25 | 170 | 2% | -1% | -24 | 170
- CCc1nnc(NC(=O)CSc2nnc(Cc3ccccc3)o2)s1
 : 1 | 106 | 105 | -7 | 95 | 14% | 11% | 6 | 95
- Cc1cccc(Nc2nc(NC(C)C)nc(Oc3ccc(=O)n(C)n3)n2)c1
 : 17 | 76 | 59 | 9 | 201 | -4% | -20% | -9 | 201
- O=C1OCC(CO)(CO)N=C1NNc1cc(Cl)ccc1Cl
 : -5 | 88 | 92 | 2 | 171 | 0% | -35% | -2 | 171
- O=C1N/C(=N\N=C\c2ccc3ncccc3c2)SC1Cc1ccc(SC(F)F)cc1 (centres undefined)
 : · | · | · | 1 | 196 | -7% | -76% | -1 | 196
- COc1ccc(/C(C)=C(\C#N)C(=O)OC(C)C)cc1OC
 : 3 | 81 | 78 | 16 | 114 | · | · | -16 | 114
- CS(=O)(=O)Nc1nnc(Cc2ccccc2)s1
 : -10 | 98 | 108 | ? | · | · | · | -44 | 127
- c1ccc2cc3[nH]c(CN4CCOCC4)nc3cc2c1
 : 11 | 100 | 89 | 14 | 126 | · | · | -14 | 126
- CCC(=O)N1CCc2cc(S(=O)(=O)Nc3ccc4c(c3)OCCO4)ccc21
 : -2 | 94 | 96 | -25 | 192 | 13% | -11% | 25 | 192
- CCOc1cc(N(CC)CC)ccc1/C=C(/C#N)c1nc2ccccc2[nH]1
 : · | · | · | 12 | 191 | -11% | 42% | -12 | 191
- Cc1ccc(C(C)n2cc(C(=O)NCc3cccnc3)nn2)cc1 (centres undefined)
 : 1 | 95 | 94 | 10 | 50 | -9% | 15% | -10 | 50
- Cc1ccc(OC(C)c2nnc(N)s2)cc1Cl (centres undefined)
 : 6 | 101 | 94 | -97 | 9 | -5% | 29% | 97* | 9*
- CCCCCC(=O)NC(NC(=S)Nc1ccc(S(N)(=O)=O)cc1)C(Cl)(Cl)Cl (centres undefined)
 : · | · | · | -6 | 171 | -7% | -6% | 6 | 171
- Cc1cc(C)c(S(=O)(=O)Nc2ccc3c4c(cccc24)CC3)c(C)c1
 : · | · | · | -42 | 52 | -4% | -25% | 42* | 52*

Three entries already listed, sorted by their value in PLAP inhibitors HTS, high to low:
SMILES	PLAP inhibitors HTS
Cc1ccc(C(C)n2cc(C(=O)NCc3cccnc3)nn2)cc1 (centres undefined)	15%
CCCCCC(=O)NC(NC(=S)Nc1ccc(S(N)(=O)=O)cc1)C(Cl)(Cl)Cl (centres undefined)	-6%
COc1ccc(N2CCN(C(c3cc4ccc(C)cc4[nH]c3=O)c3nnnn3C3CCCC3)CC2)cc1 (centres undefined)	-56%

(more compounds)
Order of results: MRP reversal | MRP reversal cytotoxicity | MRP reversal with doxorubicin | NFkB transloc pot | NFkB transloc pot cell count 2 µM | Bcl-B displacement | PLAP inhibitors HTS | IL1B NFkB inh | IL1B NFkB inh cell count 2 µM
- C=CCn1c(N)c(C(=O)Nc2ccc(C)cc2)sc1=S
 : 11 | 92 | 81 | -11 | 66 | 6% | 17% | 11 | 66
- Cc1ccccc1OCC(O)Cn1c2ccccc2c2ccccc21 (centres undefined)
 : · | · | · | 4 | 130 | -4% | 8% | 0 | 176
- NCCCSC1=NCCCN1
 : -6 | 91 | 98 | -7 | 96 | -16% | 49% | 7 | 96
- N#Cc1cnn(Cc2ccccc2)c1N
 : -1 | 91 | 92 | -4 | 173 | 2% | 6% | 4 | 173
- CCOCCCNC(=O)C1CCN(S(=O)(=O)c2ccc(C)cc2)CC1
 : 5 | 88 | 83 | -11 | 83 | · | · | 11 | 83
- O=C(Cn1ncc2c(=O)oc3ccccc3c21)N1CCN(c2ccccn2)CC1
 : · | · | · | -7 | 201 | 2% | 14% | 7 | 201
- COc1ccc2nc(SCC(=O)NN)cc(C)c2c1
 : 24 | 95 | 71 | -4 | 140 | 3% | 18% | 4 | 140
- CC(=O)C1=C(O)C(=O)N(CCc2c[nH]c3ccccc23)C1c1ccco1 (centres undefined)
 : 15 | 102 | 87 | 0 | 63 | 8% | -6% | 0 | 63
- c1cnc2ccc(C(c3nnnn3C3CCCC3)N3CCSCC3)cc2c1 (centres undefined)
 : 2 | 86 | 85 | 8 | 134 | · | · | -8 | 134
- C=CCn1c(SCC(=O)N2CCN(c3ccc(F)cc3)CC2)nnc1-c1ccco1
 : 4 | 92 | 88 | · | · | -4% | -10% | · | ·
- CCc1cc2c(NCCC(=O)O)nc(C)nc2s1
 : -5 | 68 | 72 | 3 | 168 | -7% | 13% | -3 | 168
- COc1ccc(-c2cc(-c3ccccc3)c(C#N)c(S(C)=O)n2)cc1 (centres undefined)
 : 1 | 2 | 2 | 20 | 64 | 6% | -30% | -20 | 137
- CN1CCN(C(=O)c2ccccc2NC(=O)Cc2ccccc2)CC1
 : 34 | 88 | 54 | -15 | 114 | 0% | -3% | 15 | 114
- O=C(Cc1cccs1)N(Cc1cccs1)C1(C(=O)NC2CCCCC2)CCCCC1
 : -5 | 65 | 70 | 0 | 174 | 5% | -8% | 0 | 174
- Cc1cccc(NC(=S)c2nc3ccccc3s2)c1
 : · | · | · | 2 | 139 | 1% | 2% | -2 | 139
- O=C(NCc1ccco1)c1cc(-c2ccccc2)c(N2CCOCC2)s1
 : -3 | 75 | 78 | -4 | 195 | -8% | 18% | 4 | 195
- O=S(=O)(c1cccc(-c2nnc(-c3ccc(Br)cc3)o2)c1)N1CCCCCC1
 : · | · | · | -9 | 64 | -6% | -10% | 9 | 64
- Cc1cc(C)n(CC(=O)n2nc(C)cc2C)n1
 : 22 | 114 | 92 | -13 | 147 | -6% | 22% | 13 | 147
- CN(C)C(=O)Cn1c(SCC(=O)N2CCCc3ccccc32)nc2ccccc21
 : -10 | 96 | 105 | 1 | 93 | 4% | 4% | -1 | 93
- COc1cc2ccccc2cc1C(=O)Nc1ccc(N2CCN(C)CC2)cc1
 : -15 | 7 | 22 | · | · | 10% | -63% | · | ·
- CS(=O)(=O)c1ccc2nc(NC(=O)C3COc4ccccc4O3)sc2c1 (centres undefined)
 : 4 | 91 | 87 | 6 | 68 | -13% | 2% | -6 | 68
- CCOC(=O)C1=C(C)NC(=O)NC1c1cc(C)sc1C (centres undefined)
 : -1 | 93 | 93 | 2 | 159 | -3% | 6% | -2 | 159
- CCc1nnc(NC(=O)CSc2nnc(CSc3nc(C)cc(C)n3)n2CC)s1
 : · | · | · | 26 | 132 | · | · | -26 | 132
- CCCn1c(NCc2ccc(C)o2)nc2ccccc21
 : -7 | 80 | 87 | 1 | 54 | -12% | -9% | -1 | 54
- CCCn1cc(S(=O)(=O)CC(=O)N2CCc3ccccc32)c2ccccc21
 : -9 | 86 | 94 | · | · | 3% | 5% | · | ·
- Cc1cc(C)c2ccc(C)[n+]([O-])c2c1O
 : 10 | 94 | 84 | 13 | 133 | 3% | -52% | -13 | 133
- CCc1c(C)sc(NC(=O)c2ccco2)c1C(=O)N1CCCCC1
 : 18 | 98 | 80 | 7 | 181 | -6% | -26% | -7 | 181
